LGR2 antag = Drosophila LGR2 receptor signaling inhibition | HEK293 LGR2, CRE-luciferase, bursicon-stimulated, 4 h | inhibition, % at 9.99 µM | 380,000 tested, 0.35% active | AID 720647;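 active means drop in luminescence signal, shown as inhibition above about 50% in the replicate tests, limit read from the data, passing the limit was not always enough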;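 further: agonist challenge used bursicon conditioned medium at about half maximal strength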
Cneo AK release = causes C. neoformans cell lysis. lysis activity, % at 15 µM. AID 651654. adenylate kinase release luminescence, 4 h; normalised: neutral wells 0, clomiphene wells 100. 360,000 tested, 0.2% active;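 active means mean lysis activity across replicates of at least 80%, whatever share of replicates individually reach that level; inactive means mean lysis activity below 80%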
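Material – log-phase Cryptococcus neoformans yeast cells · Input – 5 × 10^6 yeast cells/mL · Medium – fresh YPD growth medium · Doses – single compound concentration per well · Timing – static 4 h at 37 °C with compound, 1 h detection · Detection – adenylate kinase release luminescence · Read-out – signal increase indicating cell lysis · Control set – Clomiphene as positive lysis control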
PAX8 inh HTS = PAX8 transcriptional activity inhibition | RMG-I TPO-luciferase reporter, SteadyGlo, 24 h | inhibition, % at 12.6 µM | 360,000 tested, 1.2% active;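 active means mean replicate inhibition at least 60% with every replicate also reaching 60%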;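 further: luciferase light reporting Pax8 driven TPO promoter activity; plate controls were median of neutral control wells for no effect and mitoxantrone controls for full effect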
miR122 inh = miR-122 inhibition in Huh7 cells. activation (reporter increase), % at 12.5 µM. 340,000 tested, 0.3% active. Huh7 miR-122 Renilla luciferase sensor, 48 h; neutral wells = 0, positive control = 100;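 active means mean replicate activation score at least 90 and every replicate individually at or above 90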;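 further: higher luciferase means less miR-122 activity so hits act as miR-122 inhibitors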
PGC1a acetyl inh = PGC1a acetylation modulation, inhibitor mode; U2OS PGC1a acetylation, AlphaScreen anti-acetyl-lysine; with virally co-expressed GCN5 acetyltransferase; inhibition, % at 15.6 µM; 350,000 tested, 0.17% active; AID 651687;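 active means every replicate shows inhibition of at least 40%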;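 further: 0% = neutral control wells and 100% = positive control wells; some results beyond the cut were filed as inactive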
FN deposit inh = fibronectin deposition inhibition. AH1F fibroblasts, Alexa488-fibronectin deposition fluorescence, overnight. 350,000 tested, 0.086% active. inhibition, % at 12.6 µM;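 active means mean inhibition across replicates of 30% or more, regardless of how many single replicates reach that level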;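 further: positive control wells lacked labelled fibronectin entirely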
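Measured by – fluorescence 485/525 nm · System – AH1F fibroblast monolayer, labelled fibronectin deposition · Amount – 10000 cells per well · Buffer or medium – serum-reduced DMEM (2% serum) · Doses – single dose, pinned · Also added – fluorescent fibronectin at 24 nM final · Schedule – 1 h cell attachment, overnight exposure to compound and label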
Casp6 inh = caspase-6 (human) enzyme inhibition; P55212; 350,000 tested, 0.53% active; purified caspase-6, Z-VEID-R110 cleavage fluorescence; inhibition, % at 12.5 µM; AID 686996;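 active means mean inhibition across replicates at least about 35%, with every replicate also reaching that limit, limit read from the data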;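 further: 0% = median of neutral control wells and 100% = no fluorescence left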
Target sequence (P55212 24-179 limits assumed): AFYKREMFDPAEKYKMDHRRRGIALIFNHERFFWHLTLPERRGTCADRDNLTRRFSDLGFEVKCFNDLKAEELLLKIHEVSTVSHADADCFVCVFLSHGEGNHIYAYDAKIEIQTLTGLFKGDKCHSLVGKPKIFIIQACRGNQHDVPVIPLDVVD
Target sequence (P55212 194-293 limits assumed): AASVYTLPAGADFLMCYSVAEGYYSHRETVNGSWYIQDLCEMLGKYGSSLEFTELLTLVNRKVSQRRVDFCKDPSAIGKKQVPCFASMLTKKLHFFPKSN
EWS-Fli inh = blocks EWS/Fli oncoprotein-driven transcription; A673 NR0B1-luciferase reporter, viability-normalised; inhibition, % at 12.6 µM; 350,000 tested, 0.67% active; AID 651661;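 active means mean inhibition of at least 50% after viability correction, with every replicate also passing that limit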;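 further: firefly luciferase signal divided by Alamar Blue viability fluorescence both relative to DMSO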
* hit, by the source's call; x = no result given; [ ] = another dose, or the depositor's remark.

The opening four records, to show the layout:
SMILES	LGR2 antag	Cneo AK release	PAX8 inh HTS	miR122 inh	PGC1a acetyl inh	FN deposit inh	Casp6 inh	EWS-Fli inh
Cc1ccc(N2CC(C(=O)Nc3cccnc3)CC2=O)cc1Cl (centres undefined)	-0.7	2.0	-6.2	-3.6	-17.0	0.5	-0.3	-3.7
C=CCn1c(SCC(=O)NCc2ccc3c(c2)OCO3)nnc1-c1cccnc1	-5.5	0.4	-69.7	-5.4	-0.8	9.1	3.0	12.3
Cc1cc(Nc2ccc(F)cc2Cl)n2ncnc2n1	-12.3	0.1	-11.1	-1.5	x	5.1	2.6	5.7
CC(NS(=O)(=O)c1cc2c3c(c1)CCC(=O)N3CCC2)c1ccccc1 (centres undefined)	16.1	0.2	16.6	6.5	x	5.5	-0.6	-2.2

The whole of this part, from the first entry:
SMILES	LGR2 antag	Cneo AK release	PAX8 inh HTS	miR122 inh	PGC1a acetyl inh	FN deposit inh	Casp6 inh	EWS-Fli inh
Cc1ccc(N2CC(C(=O)Nc3cccnc3)CC2=O)cc1Cl (centres undefined)	-0.7	2.0	-6.2	-3.6	-17.0	0.5	-0.3	-3.7
C=CCn1c(SCC(=O)NCc2ccc3c(c2)OCO3)nnc1-c1cccnc1	-5.5	0.4	-69.7	-5.4	-0.8	9.1	3.0	12.3
Cc1cc(Nc2ccc(F)cc2Cl)n2ncnc2n1	-12.3	0.1	-11.1	-1.5	x	5.1	2.6	5.7
CC(NS(=O)(=O)c1cc2c3c(c1)CCC(=O)N3CCC2)c1ccccc1 (centres undefined)	16.1	0.2	16.6	6.5	x	5.5	-0.6	-2.2
O=C(NC1CCN(Cc2ccccc2)CC1)c1ccc(S(=O)(=O)NCc2ccco2)cc1	18.5	-0.5	35.0	-7.8	21.0	x	x	13.5
Cn1cnc2c(cnn2-c2ccccc2)c1=O	14.4	3.1	-2.4	-6.7	0.1	2.2	-0.2	-4.5
Cc1nc2ccc(C(=O)N3CCN(c4ccccc4)CC3)cn2c1N(C)C(=O)CCc1ccccc1	-0.1	0.4	-5.5	-2.9	x	11.9	-17.5	-2.1
CCc1cccc(C)c1NC(=O)c1cccnc1	-0.7	1.3	15.9	-5.1	-3.1	4.7	-2.9	-9.9
C=CCNS(=O)(=O)c1nc(C)c(Cl)c(C)c1C#N	x	-0.2	x	62.5	2.7	-0.6	x	x
O=C(NCc1ccccc1)c1ccc(NC(=O)C2CCCCC2)cc1	-2.1	-0.7	-3.4	-1.4	5.3	-1.8	-0.3	-5.0
CC(C)(C)c1ccc(S(=O)(=O)N2CCN(C(=O)C3=COCCO3)CC2)cc1	-0.4	0.7	14.2	x	-4.1	3.3	-0.2	11.6
Cc1ccc(C(=O)Nc2cccnc2)cc1Cl	-5.0	2.8	-41.1	1.3	-5.0	1.2	-5.2	-76.3
Cc1ccc2ncnc(Nc3cccc(C(=O)O)c3)c2c1	11.0	x	-18.5	x	4.2	x	-0.9	-7.8
C[C@H]1CN([C@@H](C)CO)C(=O)Cc2cc(NS(=O)(=O)c3ccc(Cl)cc3)ccc2O[C@@H]1CN(C)C(=O)Nc1ccc2c(c1)OCO2	7.4	x	-14.4	-2.8[16.7 µM]	2.5	x	x	-16.5
S=C(NCCCN1CCOCC1)N(Cc1ccccc1)Cc1ccccc1	-2.7	-0.4	42.4	x	x	-5.3	-3.4	-5.5
CN(C)CC#Cc1ccc([C@H]2[C@@H](CO)N3C(=O)CN(C(=O)c4cccnc4)C[C@H]23)cc1	4.7	x	-21.9	x	3.7	x	x	-5.7
COc1cccc(CNC(=O)[C@@H]2CCCN2C(=O)[C@H]2CCCCN2S(=O)(=O)c2ccc(OC)c(C)c2)c1	15.8	x	20.0	x	x	-9.9	-1.0	-4.8
Cc1cccc(CN(C)C[C@H]2OCc3cnnn3CCCC(=O)N([C@@H](C)CO)C[C@H]2C)c1	8.3	x	x	1.2[16.7 µM]	-4.6	-16.2	x	5.2
O=C(NCc1ccc2c(c1)OCO2)C1CCCN1C(=O)Nc1cccc(F)c1 (centres undefined)	x	0.4	10.4	-0.7	4.3	1.8	x	x
COCc1cn(CC[C@@H]2CC[C@@H](NC(=O)CCN3CCCCC3)[C@H](CO)O2)nn1	3.0	3.0	6.9	x	2.3	7.9	1.4	2.5
C[C@H]1CN([C@@H](C)CO)C(=O)c2cc(NS(C)(=O)=O)ccc2O[C@H]1CN(C)S(C)(=O)=O	15.8	0.6	x	-3.6[16.7 µM]	0.7	x	-0.5	-1.6
CC(=NCCCn1ccnc1)c1c(-c2ccccc2)[nH]n(-c2nc3ccccc3s2)c1=O	x	-0.2	0.8	2.2	x	-4.9	x	x
CC1=C(C#N)C(/C=N/OCc2ccc(F)cc2Cl)CC(=O)N1 (centres undefined)	-32.4	x	7.4	x	x	-2.2	0.2	-1.5
Cc1cc(C)nc(NS(=O)(=O)c2ccc(NC(=O)c3ccc(S(=O)(=O)N4CCOCC4)cc3)cc2)n1	-11.7	x	x	-0.9	8.1	x	0.5	4.9
C[C@@H]1CCCCO[C@H](CN(C)S(=O)(=O)c2ccc(Cl)cc2)[C@H](C)CN([C@@H](C)CO)C(=O)c2cc(NC(=O)CCC(F)(F)F)ccc2O1	19.9	0.8	7.7	-3.5[16.7 µM]	0.2	9.6	4.3	-2.6
COc1cc(/C(C)=N/NC(=O)C(O)(c2ccccc2)c2ccccc2)ccc1O	-5.1	x	-16.6	0.7	1.8	-14.9	3.0	-3.1
CCCCC#Cc1ccccc1CC(=O)Nc1ccccc1	-18.4	1.6	1.7	13.8	-23.7	-5.2	8.1	-11.5
O=C(Nc1ccccc1)N1CC(=O)N2[C@H](CO)[C@@H](c3ccc(C#CC4CCCC4)cc3)[C@@H]2C1	7.2	x	x	x	x	-10.3	0.9	0.6
COc1ccc(S(=O)(=O)N2CCC(C(=O)NCCC(=O)NCc3ccccc3OC)CC2)cc1	-1.5	1.4	3.8	-0.8	x	13.5	-1.0	7.0
Cc1noc(C)c1NC(=O)N(C)C[C@@H]1Oc2ccc(NS(=O)(=O)c3ccc(F)cc3)cc2C(=O)N([C@@H](C)CO)C[C@H]1C	-12.1	-9.4	x	6.2[16.7 µM]	12.0	x	-0.2	-5.0
NC(=O)COC(=O)[C@@H]1CC(O)CN1S(=O)(=O)c1ccc2c(c1)OCCO2 (some centres undefined)	4.0	x	-12.3	x	-2.3	-6.5	-1.0	-14.6
N#C[C@H]1[C@@H](c2ccccc2C2=CCCC2)[C@@H](CO)N1C(=O)C1CCCC1	9.0	x	4.0	x	-2.9	4.5	x	-3.5
CCCCNC(=S)N/N=C/c1ccccc1F	-16.8	21.9	37.3	5.1	-6.8	6.9	-2.7	-2.1
Cc1ccc(C(=O)NCC(=O)OCCCOC(=O)CNC(=O)c2ccc(C)cc2)cc1	9.4	x	6.1	-6.1	6.3	-6.2	4.5	-2.0
FC(F)(F)c1cc(C(F)(F)F)c2ccc(N3CCOCC3)nc2n1	-3.9	-0.5	2.6	x	x	4.4	1.4	-3.8
CC(C)n1c(=O)[nH]c(=O)n1C(C)C	-14.8	-0.1	x	-2.1	3.9	6.3	-3.6	4.4
Cn1c(SC2C(=O)CC(C)(C)CC2=O)nnc1-c1ccco1	-6.4	2.9	x	0.9	-2.8	x	2.1	7.5
Cc1ccnc(N2C(=O)c3ccccc3C2Nc2cccc(C)c2C)c1 (centres undefined)	-15.9	0.9	-23.0	x	x	-8.0	-1.3	-11.4
O=C(O)Cn1cc(/C=C2/SC(=O)N(CC(=O)N3CCCCCC3)C2=O)c2ccccc21	25.1	x	13.3	x	x	1.8	5.3	14.7
CN=C(Nc1ccccc1)SC1CC(=O)N(c2cccc(OC)c2)C1=O (centres undefined)	-12.1	-1.1	-0.8	-0.7	x	8.8	-0.8	6.6
Cc1cccc(-c2ccc([C@H]3[C@@H](CO)N4CCCCN(S(=O)(=O)c5ccccc5C)C[C@H]34)cc2)c1	2.2	0.0	-18.8	11.5[16.7 µM]	1.2	x	-0.2	25.7
c1ccc(-n2nnnc2-c2cnc(-c3cccnc3)nc2-c2cccs2)cc1	x	-0.6	5.2	-7.4	0.4	4.3	x	x
Cc1ccc(-c2nc(CN3CCCCC3)cc(CN3CCCCC3)c2O)cc1	-14.2	x	3.4	-6.0	7.7	1.1	-32.9	5.7
COc1ccccc1NC(=O)N1C[C@@H](O)COC[C@H]2O[C@@H](CC(=O)N3CCC(Cc4ccccc4)CC3)CC[C@@H]21	-10.7	-3.9	23.1	-14.3[16.7 µM]	-7.3	-10.2	x	12.8
COc1ccc(S(=O)(=O)N2CCN(C(=O)c3ccc(C)o3)CC2)cc1	-1.4	-1.5	-3.1	-2.8	x	13.3	8.3	5.8
O=C(Cc1ccccn1)c1ccc(F)cc1	28.7	-3.2	-44.5	4.8	4.6	-1.6	-7.3	-71.9
COc1cccc(S(=O)(=O)N[C@@H]2CC[C@H](CCn3cc(-c4ccccn4)nn3)O[C@H]2CO)c1	-1.3	-1.8	8.3	x	-3.5	x	-1.3	4.7
COc1ccc(NC(=S)NC(C)Cc2cccs2)cc1 (centres undefined)	-1.8	6.6	-50.0	44.9	21.2	3.4	2.6	-23.8
COc1cc(C(=O)Nc2ccccc2N2CCCCC2)cc(OC)c1OC	0.5	5.8	22.3	-7.4	-12.4	-2.2	2.9	19.5
c1ccc(-c2nnc3sc(Cc4cccs4)nn23)cc1	x	-1.5	x	-1.0	8.9	-1.0	x	x
CCc1c(C)[nH]n(-c2nc(-c3ccccc3)cs2)c1=O	-17.6	x	-39.7	x	8.7	x	-15.6	-17.1
c1ccc2c(Nc3ccc(N4CCOCC4)cc3)nc(N3CCOCC3)nc2c1	-3.3	-3.2	19.8	9.1	-12.2	8.0	1.7	13.8
C[C@H]1CN([C@@H](C)CO)C(=O)c2cc(NC(=O)C3CCCCC3)ccc2O[C@@H]1CN(C)C(=O)Nc1ccccc1	-3.3	0.1	-1.6	5.4[16.7 µM]	0.8	x	1.2	4.8
CCCCNC(=O)CCNS(=O)(=O)c1ccc(C)cc1	-2.4	2.9	x	-5.0	8.7	x	x	x
C[C@@H]1CN([C@@H](C)CO)C(=O)c2cc(NC(=O)Nc3ccc(C(F)(F)F)cc3)ccc2O[C@H]1CN(C)C(=O)Nc1ccc2c(c1)OCO2	-10.5	-1.2	x	3.4[16.7 µM]	-13.8	x	-1.0	-61.1
CCNC(=O)C[C@@H]1C=C[C@H](NC(=O)NC2CCCCC2)[C@@H](CO)O1	15.7	1.1	-3.2	x	0.9	2.8	5.4	-2.0
Cc1nn(-c2ccccc2)c(C)c1/C=N/NC(=O)c1cc(-c2ccc(Cl)s2)[nH]n1	x	0.7	15.7	15.3	x	6.6	x	x
O=C1C=C(c2ccc(Cl)c(C(F)(F)F)c2)C[C@@H](c2ccc(Cl)cc2)C1	-9.8	-2.2	3.7	-3.7	-8.0	7.8	-1.0	-11.1
CC(C)Nc1nnc(SCC(=O)/C=C2\N(C)c3ccccc3C2(C)C)s1	3.2	-1.0	-0.4	-4.6	x	-2.4	-96.9	9.8
COc1ccc(CC(=O)OCC(=O)NCc2ccco2)cc1OC	-5.5	x	-9.0	x	x	-5.2	1.9	-11.0
COc1ccccc1CNC(=O)[C@H](C)NC(=O)[C@@H]1Cc2ccccc2CN1	15.1	0.8	-11.6	0.1	1.1	-16.0	2.8	1.2
CO[C@@H]1CN(C)C(=O)c2ccc(NC(=O)CC(F)(F)F)cc2OC[C@H](C)N(C(=O)C2CCOCC2)C[C@H]1C	x	x	-16.2	x	6.5	x	0.5	-4.8

Screening results (PubChem)
